Growth percent in the NCI-60 one-dose screen (48 h, 10 µM unless noted): 100 = growth as untreated, 0 = no growth, -100 = all killed.
HCT-15 = HCT-15 colon cancer | AID 1794746 | 82,000 tested, 5.2% active
NCI-H226 = NCI-H226 lung cancer | 79,000 tested, 3.5% active | AID 1794732
HCT-116 = HCT-116 colon cancer | 82,000 tested, 7.3% active | AID 1794798
COLO 205 = COLO 205 colon cancer | 79,000 tested, 7.3% active | AID 1794742
NCI/ADR-RES = NCI/ADR-RES ovarian cells; 81,000 tested, 4.4% active; AID 1794790
NCI-H460 = NCI-H460 lung cancer. 82,000 tested, 6.8% active
NCI-H322M = NCI-H322M lung cancer | 80,000 tested, 2.7% active | AID 1794733
HT29 = HT29 colon cancer | AID 1794748 | 81,000 tested, 7.4% active
NCI-H522 = NCI-H522 lung cancer. AID 1794739. 78,000 tested, 8% active
An asterisk follows results filed as active; nt = not tested or not shown; & = joins results of further samples. How the source made its calls: active means growth percent below 10; inactive means the rest.

structure | HCT-15 | NCI-H226 | HCT-116 | COLO 205 | NCI/ADR-RES | NCI-H460 | NCI-H322M | HT29 | NCI-H522
C[C@H]1OC(=O)/C=C/[C@@H](O)[C@@H](O)CCCCCCCC[C@@H]1O | 101 | 89 | 88 | 95 | 98 | 102 | 96 | 87 | 80
c1ccc(CC[n+]2cccc3ccccc32)cc1 | 105 | 79 | 79 | 98 | 107 | 101 | 99 | 91 | 99
Cc1ccc(C(CC(=O)c2ccccc2)c2ccccc2)cc1 (stereo not drawn) | 94 | 94 | 84 | 109 | 94 | 103 | 107 | 89 | 80
c1ccc2c3c(ccc2c1)Oc1ccc2ccccc2c1C3CCC1c2c(ccc3ccccc23)Oc2ccc3ccccc3c21 | 103 | 101 | 98 | 114 | 108 | 114 | 100 | 99 | 101
Cc1cc(C2CCCCC2)n(O)c(=O)c1 | 25 | 48 | 15 | 68 | 29 | 24 | 44 | 65 | 54
O=C1C(=O)c2ccccc2C(O)=C1CCCc1ccc(C2CCCC2)cc1 | 20 | 37 | 17 | 55 | 38 | 9.5* | 38 | 35 | 39
CNC(=O)c1c(NC(=O)c2ccc(C(F)(F)F)cc2)sc2c1CCC(=O)C2 | -54* | 9.2* | -46* | -36* | -4.3* | 4.6* | 30 | 5.1* | -26*
CC(=O)c1sc2nc(-c3cnccn3)cc(-c3cccs3)c2c1N | 95 | 101 | 94 | 110 | 93 | 95 | 101 | 101 | 88
O=C(C[n+]1cccc2c3ccccc3ccc21)C(F)(F)F | 109 | 84 | 105 | 90 | 109 | 110 | 104 | 122 | 100
Cc1ccc2cccc(CC(=O)NN)c2c1 | 100 | nt | 100 | 121 | 104 | 105 | 93 | 107 | 96
O=C(Nc1cc(Br)ccn1)c1cc2cc(Nc3nc(-c4ccccc4)nc4ccccc34)ccc2oc1=O | 107 | 117 | 99 | 105 | 113 | 106 | 111 | 104 | 95
CCCCCCCCCC(=O)CCCCCCCCC | 108 | 97 | 104 | 113 | 103 | 108 | 103 | 113 | 119
Cc1cc(-c2cc(OC(=O)c3ccccc3)ccc2Cl)cc2nnc(Nc3ccc(OCCN4CCCC4)cc3)nc12 | -67* | 79 | 56 | 63 | 110 | 82 | 102 | 64 | 49
O=C(N/N=C/c1ccc(-c2cccc([N+](=O)[O-])c2)o1)c1[nH]c2ccc(Br)cc2c1-c1ccccc1 | 0.3* | 16 | -53* | -65* | -51* | 9.6* | 54 | -45* | -48*
CCCc1cc(=O)[nH]c2nncn12 | 91 | 108 | 100 | 112 | 101 | 111 | 89 | 101 | 91
COc1ccc(-c2nn(-c3ccccc3)cc2C2C(C(=O)Nc3ccccn3)=C(C)NC(C)=C2C(=O)Nc2ccccn2)cc1 | 88 | 89 | 91 | 121 | 101 | 104 | 95 | 122 | 87
C=C1CC[C@@H]2[C@]3(C)COC(c4cn(-c5ccccc5)nc4-c4cccc([N+](=O)[O-])c4)O[C@@H]3CC[C@@]2(C)[C@@H]1C/C=C1/C(=O)OC[C@H]1O (stereo partly drawn) | -74* | -49* | -14* | -64* | -43* | 2.2* | 90 | -60* | -79*
COc1cc2oc(-c3cccc(C(=O)Nc4ccc(Cl)cc4)c3)cc(=O)c2c(OCCNC(=O)[C@H](CO)NC(=O)OC(C)(C)C)c1OC | 17 | 42 | 7.2* | -43* | 65 | 9.7* | 35 | -27* | 6.5*
CCOC(=O)CCCn1c(-c2ccccc2)cc(-c2ccccc2)c(C#N)c1=O | 82 | 89 | 76 | 98 | 72 | 65 | 98 | 88 | 70
CCCCCCCCOC(=O)c1cc(Cl)cc(-c2ccccc2)c1O | 108 | 97 | 102 | 115 | 102 | 101 | 95 | 104 | 77
CCN(CC)C(=O)CC1=C(C)/C(=C/c2[nH]c(-c3ccc[nH]3)cc2OC)N=C1C | 1.2* | 20 | 1.9* | 16 | 18 | 9.2* | 37 | 12 | 10
O=C(O)c1ccccc1C(=O)c1cc(O)ccc1O | 97 | 103 | 93 | 106 | 101 | 102 | nt | 98 | 92
Clc1ccc(Cl)c(Nc2nc3ccccc3s2)c1 | 93 | 106 | 110 | nt | 114 | 106 | 110 | 104 | 98
N[C@@H](C(=O)N[C@@H]1C(=O)N2C(C(=O)O)=C(Cl)CS[C@H]12)c1ccccc1 | 107 | 99 | 103 | 123 | 102 | 113 | 121 | 104 | 96

(more compounds)
Results follow in this order: HCT-15	NCI-H226	HCT-116	COLO 205	NCI/ADR-RES	NCI-H460	NCI-H322M	HT29	NCI-H522
> CCOC(=O)c1cnn(CC(C)O)c1NC(=O)NCc1ccccc1C(F)(F)F (stereo not drawn)
→ 101	104	85	112	100	109	97	82	61
> COc1c(Br)cc(C(=O)c2ccccc2C(=O)c2cc(Br)c(OC)c(Br)c2)cc1Br
→ 110	97	94	116	93	104	98	101	93
> Nc1ccc(C2c3ccccc3Oc3ccccc32)cc1
→ 99	nt	98	105	100	108	100	99	89
> CC1(C)C(=O)CC[C@]2(C)[C@H]3CC=C4[C@@H]5C[C@@](C)(C(N)=O)CC[C@]5(C)CC[C@@]4(C)[C@]3(C)CC[C@@H]12
→ 98	93	82	97	100	101	96	101	88
> O=c1oc2c3ccc4cnccc4c3[nH]c2c2ccccc12
→ 81	77	-15*	-57*	72	5.3*	79	-20*	-11*
> COC1CC(O)C2OC(c3ccccc3)OCC2O1 (stereo not drawn)
→ 110	100	93	101	100	98	99	102	97
> N#Cc1c(-c2ccccc2)cc(-c2ccccc2)n(CCC(=O)O)c1=O
→ 30	69	40	61	34	45	91	19	nt
> N#CC1(c2ccc(NC(=O)c3cccnc3NCc3ccncc3)cc2)CCCC1
→ 64	61	51	16	81	41	103	44	42
> CCN(CC)CCOc1cccc(NC(=O)CN(CC)CC)c1
→ 97	99	107	105	110	108	99	109	107
> CCCCNc1nc(SC)nc(-c2cccc(N)c2)c1C#N
→ 101	98	101	122	104	101	96	116	90
> O=c1c2ccccc2c(=O)c2c1sc1c(=O)c3ccc(O)cc3c(=O)c12
→ -65*	-91*	-29*	-83*	-14*	-73*	-96*	-47*	-65*
> CC(C)=CCCC1=C2[C@H](C[C@@]3(C)[C@H]2C/C(=N\O)[C@H]2[C@@]4(C)CC/C(=N\O)[C@@H](C)[C@@H]4CC[C@@]23C)OC1=O
→ 92	93	89	99	97	99	93	87	95
> CCOC(=O)c1c(Nc2ccccc2)nn2c(-c3ccc(Br)cc3)ccnc12
→ 66	63	43	80	60	34	79	77	81
> O=C(/C=C/c1ccco1)c1ccco1
→ 106	94	97	118	102	104	116	99	95
> O=C(NCc1cccc(Cl)c1)C1=NOC(Cc2nc3ccccc3o2)C1 (stereo not drawn)
→ 101	97	96	108	98	101	101	107	97
> Cc1ccc2nc(C)c(C(=O)NCc3ccc(OCc4cn(Cc5ccc([N+](=O)[O-])cc5)nn4)cc3)n2c1
→ 90	71	74	83	80	86	95	84	72
> CC(=O)CCC(=O)OCCCl
→ 100	100	104	nt	101	106	110	104	100
> COc1cc(-c2cc(/C=C/C(=O)c3ccc4c(c3)OCO4)[nH]n2)cc(OC)c1OC
→ 64	85	31	100	78	69	54	43	57
> CCCc1cc2cc(-n3nc(C)c4c3CC(C)(C)CC4=O)cc(NC3CCS(=O)(=O)CC3)c2c(=O)[nH]1
→ 37	77	13	28	97	40	60	11	32
> C[C@@H]1N=C(c2ccc(N=[N+]=[N-])cc2)Nc2nc3ccccn3c2C1=O
→ 68	89	88	79	73	94	96	75	72
> Cc1cc(-c2ccc(N=Nc3c(N)c(C)cc(S(=O)(=O)O)c3N)c(C)c2)ccc1N=Nc1ccc(O)c(C(=O)O)c1
→ 105	111	93	113	106	105	94	98	89
> O=c1[nH][nH]c2ccccc12
→ 103	91	105	108	101	105	110	108	112
> Nc1nc2c(c(=O)[nH]1)C(c1ccccc1)C=C(C(=O)O)N2 (stereo not drawn)
→ 106	109	114	125	110	103	102	118	115
> CS(=O)(=O)Nc1cc(-c2ccc3ncnc(Nc4ccc5c(cnn5Cc5ccccn5)c4)c3c2)cnc1Cl
→ 99	81	93	93	93	86	86	81	68
> C=CCOC(=O)c1ccccc1O
→ 99	105	100	103	98	104	110	93	96
> CC(C(=O)O)S(=O)(=O)Cc1ccccc1 (stereo not drawn)
→ 101	99	101	114	111	103	nt	103	101
> N#CCC(=O)Nc1nc2ccccc2nc1Cl
→ 99	91	98	116	101	101	102	106	87
> CC(C)=CCC(/C=N/N=C(N)N)C(C)C (stereo not drawn)
→ 80	88	76	85	92	93	96	45	72
> NC(N)=N/N=C(/N=Nc1ccccc1)c1cccc2cccnc12
→ 90	106	92	104	100	93	93	96	96
> Cc1nc(-c2ccccc2)ccc1-c1nnc(SCC(=O)O)o1
→ 100	98	104	104	100	103	104	109	101
> O=c1oc2ccccc2nc1/C=C(\O)c1ccncc1
→ 96	93	106	121	107	111	111	102	72
> COc1ccc(-c2ccc(-c3ccccc3N)c3[nH]c4ccccc4c23)cc1
→ 83	73	51	87	92	100	83	62	55
> NCCCNCCSP(=O)(O)O
→ 106&99&106	89&113&107	107&101&100	129&116&113	97&107&104	105&114&115	94&93&107	105&101&105	85&101&110

Compounds above containing an NH in an aromatic ring (9):
Results follow in this order: HCT-15	NCI-H226	HCT-116	COLO 205	NCI/ADR-RES	NCI-H460	NCI-H322M	HT29	NCI-H522
> O=C(N/N=C/c1ccc(-c2cccc([N+](=O)[O-])c2)o1)c1[nH]c2ccc(Br)cc2c1-c1ccccc1
→ 0.3*	16	-53*	-65*	-51*	9.6*	54	-45*	-48*
> CCCc1cc(=O)[nH]c2nncn12
→ 91	108	100	112	101	111	89	101	91
> CCN(CC)C(=O)CC1=C(C)/C(=C/c2[nH]c(-c3ccc[nH]3)cc2OC)N=C1C
→ 1.2*	20	1.9*	16	18	9.2*	37	12	10
> O=c1oc2c3ccc4cnccc4c3[nH]c2c2ccccc12
→ 81	77	-15*	-57*	72	5.3*	79	-20*	-11*
> COc1cc(-c2cc(/C=C/C(=O)c3ccc4c(c3)OCO4)[nH]n2)cc(OC)c1OC
→ 64	85	31	100	78	69	54	43	57
> CCCc1cc2cc(-n3nc(C)c4c3CC(C)(C)CC4=O)cc(NC3CCS(=O)(=O)CC3)c2c(=O)[nH]1
→ 37	77	13	28	97	40	60	11	32
> O=c1[nH][nH]c2ccccc12
→ 103	91	105	108	101	105	110	108	112
> Nc1nc2c(c(=O)[nH]1)C(c1ccccc1)C=C(C(=O)O)N2 (stereo not drawn)
→ 106	109	114	125	110	103	102	118	115
> COc1ccc(-c2ccc(-c3ccccc3N)c3[nH]c4ccccc4c23)cc1
→ 83	73	51	87	92	100	83	62	55

Copied from the entries so far for reference:
Results follow in this order: HCT-15	NCI-H226	HCT-116	COLO 205	NCI/ADR-RES	NCI-H460	NCI-H322M	HT29	NCI-H522
> COc1ccc(-c2ccc(-c3ccccc3N)c3[nH]c4ccccc4c23)cc1
→ 83	73	51	87	92	100	83	62	55
> NCCCNCCSP(=O)(O)O
→ 106&99&106	89&113&107	107&101&100	129&116&113	97&107&104	105&114&115	94&93&107	105&101&105	85&101&110
